IMPase cell inh: cell-permeable inhibitors of inositol monophosphatase (IMPase) | P97697 | CHO-M1 cells, IP1 accumulation, HTRF TR-FRET ratio | inhibition (IP1 accumulation), % at 46.1 µM | 120,000 tested, under 10 active; active = well fitted curve in the direction sought with a large enough effect in the signal ratio, not every such curve was filed as active; inconclusive = small, poorly fitted or top-dose-only effect, or a change in a side signal; inactive = no such curve, though single readings can be large or run the other way; the % refers to the signal ratio;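 note: cells stimulated with carbachol in lithium chloride buffer; plate controls were DMSO basal wells for no effect and reference inhibitor wells for full effect; higher means more IMPase inhibition seen as more IP1 and lower FRET ratio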
Target sequence (P97697 whole entry, looked up): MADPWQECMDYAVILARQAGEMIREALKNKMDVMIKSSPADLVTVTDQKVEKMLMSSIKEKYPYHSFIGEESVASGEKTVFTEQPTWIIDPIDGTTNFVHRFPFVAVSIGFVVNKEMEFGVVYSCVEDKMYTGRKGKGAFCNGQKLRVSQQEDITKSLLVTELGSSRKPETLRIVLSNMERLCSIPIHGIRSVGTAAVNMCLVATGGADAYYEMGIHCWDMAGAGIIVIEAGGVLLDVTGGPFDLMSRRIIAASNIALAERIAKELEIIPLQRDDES
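CHO-M1, 2000 cells/well, cultured 16–30 h; cpd up to 46 uM; carbachol (50 uM solution, stimulation buffer w/ 50 mM LiCl, pH 7.4), 30 min 37C; IP-One TR-FRET, 10 min RT; Ex 320/Em 665, 620; Hill-fit AC50.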
* marks the source's active call; other numbers are inactive results; u = inconclusive. Only part of the results is shown; the hit share may differ from the screen's.

SMILES	IMPase cell inh
COc1ccc(S(=O)(=O)N(CCc2ccccc2)CC(=O)Nc2cc(Cl)ccc2C)cc1	-6
COc1cc(NC(=O)Cn2c(=O)n(CC3CCCO3)c(=O)c3cc(OC)c(OC)cc32)cc(OC)c1 (configuration not stated)	4
O=C(C1CCN(S(=O)(=O)c2ccc(Br)s2)CC1)N1CCN(c2ccc(F)cc2)CC1	-2
CCOC(=O)c1c(NC(=O)CCCOc2ccc(C(C)(C)C)cc2)sc2c1CCC2	-5
CCOc1cc(C2C(C(=O)OC)=C(C)NC3=C2C(=O)c2ccccc23)cc(Br)c1OCC (configuration not stated)	0
O=c1oc2ccc3ccccc3c2cc1-c1nnc(Nc2cccc(F)c2)s1	-5
CCOC(=O)CSc1nc2ccccc2n2c(C)nnc12	-2
Cc1ccccc1NC(=O)c1ccccc1NC(=O)c1ccccc1Cl	-6
CCc1ccccc1NC(=O)Nc1c(C)n(C)n(-c2ccccc2)c1=O	5
COc1ccc2c(c1)Cc1sc(NC(=O)c3ccc(Cl)cc3)nc1-2	-2
CCCOc1ccc(C(=O)Nc2c(C(=O)c3ccc(C)cc3)oc3ccccc23)cc1	-22
CCOc1ccc2nc(NC(=O)c3ccccc3)sc2c1	-8
CCN(CCCNC(=O)c1cc2cc3cc(OC)ccc3nc2s1)c1cccc(C)c1	1
Cc1ccccc1OCCCn1c(-c2ccc(Cl)cc2)nc2ccccc2c1=O	2
CCc1ccccc1NC(c1nnc(-c2cccc(F)c2)o1)c1ccc(F)cc1Cl (configuration not stated)	-3
COc1ccc(/C=C(/C#N)c2nc(-c3cc4ccccc4oc3=O)cs2)cc1	-7
Cc1cc(Nc2ccccc2C)c2cccc(C)c2n1	-2
Cc1ccc(NC(=O)Cn2nnc3sc4c(c3c2=O)CCCC4)c(C)c1	1
Cc1ccc(C)c(N2CCN(c3nc4ccc(C(=O)c5ccccc5)cc4n4cnnc34)CC2)c1	u
O=C1CC(c2ccc(Cl)cc2)Sc2nc(-c3ccc(F)cc3)nn21 (configuration not stated)	6
CCc1ccc2oc(-c3cccc(NC(=O)c4ccc(-c5cccc([N+](=O)[O-])c5)o4)c3)nc2c1	9
Cc1ccc(NC(c2cccc(Cl)c2)c2nnc(-c3ccccc3)o2)cc1F (configuration not stated)	2
CCOc1cccc(C(=O)Nc2ccc(NC(=O)c3ccc(Br)cc3)cc2)c1	u
Cc1cc(C)c2oc(-c3ccc(NC(=O)COc4ccccc4C)cc3)nc2c1	-8
Cc1ccc(C)c(NC(=O)CN2C(=O)COc3ccc(Cl)cc32)c1	-21
COc1ccc(CCn2c3c(c(=O)[nH]c2=O)C(NC(=O)c2ccccc2F)(C(F)(F)F)C(=O)N3)cc1OC (configuration not stated)	-14
Cc1ccc(C)c(NC(=O)Nc2cc3c(cc2N2CCCCC2)n(C)c(=O)n3C)c1	1
O=C(O)c1ccc(-n2c(/C=C\c3ccc(O)cc3)nc3ccccc3c2=O)cc1	-7
CCc1cccc(C)c1NC(=O)c1cc2ccccc2o1	8
COc1cccc(NS(=O)(=O)c2ccc3c(c2)[C@H]2C=CC[C@H]2[C@@H](c2ccccc2Cl)N3)c1	-4
COc1cccc(N2CCN(C(=O)C3CCCN(S(=O)(=O)c4ccc(Br)s4)C3)CC2)c1 (configuration not stated)	15
O=C(C1CCN(S(=O)(=O)c2ccc(Br)s2)CC1)N1CCN(c2ccccc2)CC1	3
O=C(Nc1ccc2nn(-c3ccc(Cl)cc3)nc2c1)c1cc2ccccc2o1	-5
CCOC(=O)c1c(NC(=O)CCCOc2ccc(C)cc2)sc2c1CCC(C)C2 (configuration not stated)	-5
Cc1ccc(-c2cc(C(F)(F)F)n3ncc(-c4ccccc4)c3n2)cc1	9
Cc1ccc(C(=O)N/C(=C\c2ccc(Cl)cc2)C(=O)NC2CCCCC2)cc1	-3
COc1ccc(C(=O)Nc2cc(-c3nc4ncccc4o3)ccc2C)cc1Br	-21
COc1ccc(N(C)C(=O)c2cn(C3CCCCC3)c(=O)c3c2c2ccccc2n3C)cc1	13
Cn1c(=O)c2c(nc(NCCc3ccccc3)n2Cc2ccc(Cl)cc2)n(C)c1=O	4
CCOC(=O)c1c(NC(=O)C(C)Oc2ccccc2F)sc(C(C)=O)c1C (configuration not stated)	4
CC(C)c1ccccc1NC(=O)CSc1nnc(COc2ccccc2)o1	1
CC(=O)Nc1ccc(NC(=O)CSc2nc3ccccc3nc2N2CCCCC2)cc1	1
COc1ccc(CCNS(=O)(=O)c2ccc3c(c2)c(=O)n(C)c(=O)n3C)cc1OC	13
Cc1ccc(C(=O)Nc2cc3cc(Cl)ccc3oc2=O)cc1	-15
COc1ccc(S(=O)(=O)N(CC(=O)Nc2cccnc2)c2ccc(Cl)cc2)cc1	4
N#Cc1nc(COc2ccccc2Cl)oc1NCCc1ccccc1	23
COc1cc(OC)c(NC2=C(c3ccc(C(F)(F)F)cc3)C(=O)c3ccccc32)cc1Cl	1
Cc1ccc(C)c(NC(=O)CN2C(=O)c3cccc4cccc2c34)c1	-8
Cc1ccc(S(=O)(=O)Nc2cc3c(cc2NCc2ccccc2)n(C)c(=O)n3C)cc1	8
COc1ccc(OCCn2c(NC(=O)c3ccc(OC)cc3)nc3ccccc32)cc1	3
Remaining list, next part:
SMILES	IMPase cell inh
COc1ccc2c(c1)Cc1sc(NC(=O)c3ccccc3C)nc1-2	1
Cc1cc(C)c2oc(-c3ccc(NC(=O)c4cc(Br)ccc4Cl)cc3)nc2c1	-1
COc1ccccc1OCc1nc(-c2cccc(C)c2)no1	2
CCOc1ccccc1NC(=O)c1c(NC(=O)c2cccc(C)c2)sc2c1CCCC2	6
CCOC(=O)c1cnc2c(C)c(Cl)ccc2c1Nc1ccc(C)cc1C	-5
COC(=O)c1ccc(NC(=O)CSc2n[nH]c(CC(C)C)n2)cc1	0
COc1ccc(Cl)cc1NC(=O)C(=O)NCc1ccc(Cl)cc1	5
COc1ccc(-c2nc3ccc(Cl)cn3c2Nc2ccc(C)cc2)cc1	7
Cc1cc2ccccc2n1CCNC(=O)c1cccc(Cl)c1	3
CCCCCn1c(=N)c(S(=O)(=O)c2ccc(C)cc2)cc2c(=O)n3cc(C)ccc3nc21	2
CC1=C(C(=O)OCc2ccc(C)cc2)C(c2ccccc2C(F)(F)F)CC(=O)N1 (configuration not stated)	-29
CC(=O)c1cccc(Nc2nc(-c3cccc(C)c3)nc3ccccc23)c1	-5
CCOc1ccc(Nc2nnc(-n3nc(C)cc3C)c3ccccc23)cc1	-2
CCOC(=O)CSc1nc(-c2ccccc2)cc(C(F)(F)F)c1C#N	-2
CCC(=O)Nc1sc2c(c1C(=O)Nc1ccc(Br)cc1)CCCCC2	u
O=C(CN(CCc1ccccc1)S(=O)(=O)c1ccc(Br)cc1)NCc1ccc(Cl)cc1	-4
Cc1ccc(C(=O)Nc2ccc(S(=O)(=O)Nc3onc(C)c3C)cc2)cc1	-5
Cc1ccc(/C=C/C(=O)Nc2ccccc2C(N)=O)o1	u
Cc1c(C(=O)OCCOc2ccccc2)[nH]c2c1C(=O)CC(c1ccc(C(C)(C)C)cc1)C2 (configuration not stated)	5
CCOc1ccc(C2CC(=O)c3c([nH]c(C(=O)OC4CCC(C)CC4)c3C)C2)cc1 (configuration not stated)	11
CC(C)Oc1cccc(C(=O)Nc2ccc(-c3nc4cc(Cl)cc(Cl)c4o3)cc2)c1	-13
O=C(Nc1ccc(Cl)c(-c2nc3ccccc3o2)c1)c1ccc(-c2cccc([N+](=O)[O-])c2)o1	0
CCCCOC(=O)c1c(C)oc2c1cc(NS(=O)(=O)c1cc(OC)ccc1OC)c1ccccc12	-4
CCC(C)Cn1c(COc2ccc(OC)cc2)nc2ccccc21 (configuration not stated)	7
Cc1ccc2nc(-c3ccncc3)c(Nc3ccccc3C)n2c1	8
O=S(=O)(c1ccccc1)n1nc(-c2ccccc2)nc1NCc1ccc(Cl)cc1	-3
CCCC1=Nc2cc(C(=O)N3CCC(C)CC3)ccc2Sc2ccc(C)cc21	7
CCOC(=O)c1sc(N2C(=O)c3oc4cc(C)c(C)cc4c(=O)c3C2c2cccc(O)c2)nc1C (configuration not stated)	-8
COCCCn1c(=N)c(S(=O)(=O)c2ccccc2)cc2c(=O)n3cc(C)ccc3nc21	13
COc1cccc(N2CCN(Cc3nnc(-c4ccc5c(c4)OCO5)o3)CC2)c1	4
Cc1cccc(-c2nnc(SCC(=O)N3CCCc4ccccc43)o2)c1	6
COCCCNC(=O)CSc1nc(-c2ccc(OC)c(OC)c2)[nH]c1-c1ccc(F)cc1	1
Cc1ccc(CNC(=O)CCCn2c(=O)c3ccccc3n(CC(=O)Nc3ccc(C)c(C)c3)c2=O)cc1	-5
Cc1cccc(-c2nc3ccccc3n3c(-c4ccccc4)c4c(=O)n(C)c(=O)n(C)c4c23)c1	0
O=C(Nc1cc(-c2nc3ccccc3s2)ccc1Cl)c1cc2ccccc2o1	u
CCCn1c2ccccc2c2nnc(SCC(=O)Nc3cccc(C(C)=O)c3)nc21	1
Cc1ccn2c(Nc3ccc4c(c3)OCCO4)c(-c3ccccc3O)nc2c1	0
COc1ccc(Cl)cc1NS(=O)(=O)c1c(C)nc2scc(C)n2c1=O	-1
CCCCc1ccc(NC(=O)Cn2nnc3sc4c(c3c2=O)CCC(C)C4)cc1 (configuration not stated)	-2
CCC(=O)Nc1ccc(-c2nnc3c4ccccc4c(C)nn23)cc1	u
CCC1CCCCN1C(=O)CSc1nc(-c2ccc(OC)cc2)cc(C(F)(F)F)n1 (configuration not stated)	u
COc1cccc(C2CC(=O)Nc3c2ccc(C)c3C)c1OC (configuration not stated)	2
Cc1ccc(NC(=O)CCn2nc(-c3ccccc3)c3ccccc3c2=O)c(C)c1	9
Cc1ccccc1Nc1nnc(-c2ccc(C)c(S(=O)(=O)N3CCN(C)CC3)c2)c2ccccc12	21
Cc1nn(-c2ccccc2)c(OC(=O)c2ccc(F)cc2)c1S(=O)(=O)c1ccccc1	7
Cc1ccc(-n2nc3ccc(NC(=O)COc4ccccc4C)cc3n2)cc1	1
COc1ccc(-c2nn3c(-c4ccc(C)cc4)nnc3c3ccccc23)cc1	u
Cc1ccc(C)c(OCCCn2c(-c3ccc(Cl)cc3)nc3ccccc3c2=O)c1	-2
COc1ccc(/C=C/C(=O)Nc2ccc(Cl)c(Cl)c2)cc1	4
COc1cccc(CNC(=O)C2CCC(CNS(=O)(=O)c3ccc(Br)s3)CC2)c1 (configuration not stated)	9
Next compounds
SMILES	IMPase cell inh
CCCC1=Nc2cc(C(=O)NC3CCCC3)ccc2Sc2ccc(C)cc21	u
COc1cccc(-c2nc(SCC(=O)NC3CCCC3)c(-c3ccc(C)cc3)[nH]2)c1	2
CCOc1ccc(-n2c(CCC(=O)O)ccc2-c2ccc(Br)cc2)cc1	2
Cc1ccc(C)c(N2CCN(S(=O)(=O)c3ccc4oc(=O)c5ncn(C)c5c4c3)CC2)c1	-15
COc1ccc(C(=O)COC(=O)C(Cc2c[nH]c3ccccc23)NC(=O)c2ccc(C(C)(C)C)cc2)cc1 (configuration not stated)	-4
CCCOc1ccc(C(=O)Nc2ccc(NC(=O)c3cccc(Cl)c3)cc2)cc1	-12
COc1ccccc1C(=O)NC1(C(F)(F)F)C(=O)Nc2c1c(=O)[nH]c(=O)n2-c1ccccc1 (configuration not stated)	1
CCc1ccc2oc(-c3cccc(NC(=O)c4cc5ccccc5o4)c3)nc2c1	-14
Cc1cc(C)c(NC(=O)COc2ccc3c(C)cc(=O)oc3c2)c(C)c1	2
Cc1ccc2nc(/C(C#N)=C/c3ccccc3F)[nH]c2c1	-13
Cc1cc(C)cc(OCC(=O)NC(Cc2c[nH]c3ccccc23)C(=O)O)c1 (configuration not stated)	-14
COC(=O)c1ccc(Cn2nnc3sc4c(c3c2=O)CCCC4)cc1	u
CCOc1ccccc1NC(c1nnc(-c2ccccc2)o1)c1ccc(F)cc1Cl (configuration not stated)	4
CCOc1ccc(CN2CCN(S(=O)(=O)c3ccc(Cl)cc3)CC2)cc1	-4
Cc1ccc(S(=O)(=O)Nc2cccc(-c3cn4cccc(C)c4n3)c2)c(C)c1	0

Compounds listed so far containing fluorine:
SMILES	IMPase cell inh
O=C(C1CCN(S(=O)(=O)c2ccc(Br)s2)CC1)N1CCN(c2ccc(F)cc2)CC1	-2
O=c1oc2ccc3ccccc3c2cc1-c1nnc(Nc2cccc(F)c2)s1	-5
CCc1ccccc1NC(c1nnc(-c2cccc(F)c2)o1)c1ccc(F)cc1Cl (configuration not stated)	-3
O=C1CC(c2ccc(Cl)cc2)Sc2nc(-c3ccc(F)cc3)nn21 (configuration not stated)	6
Cc1ccc(NC(c2cccc(Cl)c2)c2nnc(-c3ccccc3)o2)cc1F (configuration not stated)	2
COc1ccc(CCn2c3c(c(=O)[nH]c2=O)C(NC(=O)c2ccccc2F)(C(F)(F)F)C(=O)N3)cc1OC (configuration not stated)	-14
Cc1ccc(-c2cc(C(F)(F)F)n3ncc(-c4ccccc4)c3n2)cc1	9
CCOC(=O)c1c(NC(=O)C(C)Oc2ccccc2F)sc(C(C)=O)c1C (configuration not stated)	4
COc1cc(OC)c(NC2=C(c3ccc(C(F)(F)F)cc3)C(=O)c3ccccc32)cc1Cl	1
CC1=C(C(=O)OCc2ccc(C)cc2)C(c2ccccc2C(F)(F)F)CC(=O)N1 (configuration not stated)	-29
CCOC(=O)CSc1nc(-c2ccccc2)cc(C(F)(F)F)c1C#N	-2
COCCCNC(=O)CSc1nc(-c2ccc(OC)c(OC)c2)[nH]c1-c1ccc(F)cc1	1
CCC1CCCCN1C(=O)CSc1nc(-c2ccc(OC)cc2)cc(C(F)(F)F)n1 (configuration not stated)	u
Cc1nn(-c2ccccc2)c(OC(=O)c2ccc(F)cc2)c1S(=O)(=O)c1ccccc1	7
COc1ccccc1C(=O)NC1(C(F)(F)F)C(=O)Nc2c1c(=O)[nH]c(=O)n2-c1ccccc1 (configuration not stated)	1
Cc1ccc2nc(/C(C#N)=C/c3ccccc3F)[nH]c2c1	-13
CCOc1ccccc1NC(c1nnc(-c2ccccc2)o1)c1ccc(F)cc1Cl (configuration not stated)	4

Screening data from PubChem.
